# PTHR1 ag: PTHR1 (human) receptor agonism. Potency, µM (highest dose often 115 µM), for inactives: at the highest dose activation, hits mostly activators. Q03431. HEK293 GP2 PTHR1 cells, GloSensor cAMP luminescence, 1 h. AID 743266. 0.075% of 410,000 active; also: potency is read from the fitted curve at half-maximal effect; nearly all actives have a fitted effect of over 55% in size; some results filed as inactive show a strong effect at the top dose; inactives centre near -15; many of its hits are not listed in these tables
#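 HEK-293-derived GP2 cells expressing PTHR1 and a GloSensor cAMP reporter, 3,000/well, plated overnight, given luciferin plus IBMX (each 0.5 mM as added) for 1 h at 37 °C, then compound for 1 h at 37 °C. Luminescence was read after 15 min at room temperature.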
# GLP1R inv ag: acts as inverse agonist at human GLP-1 receptor. 1.6% of 410,000 active. P43220. Potency, µM (doses to about 38.3 µM), for inactives: at the top dose activity change, negative = inhibition, usual class: inhibitors. HEK293 GLP-1R CRE-luciferase, luminescence, 24 h; GLP-1R form is constitutively active; also: potency is read from the fitted curve at half-maximal effect; % is scaled to controls: 0 for no effect and ±100 for the full control effect; nearly all actives have a fitted effect of over 55% in size
# Target sequence (P43220 whole entry, looked up): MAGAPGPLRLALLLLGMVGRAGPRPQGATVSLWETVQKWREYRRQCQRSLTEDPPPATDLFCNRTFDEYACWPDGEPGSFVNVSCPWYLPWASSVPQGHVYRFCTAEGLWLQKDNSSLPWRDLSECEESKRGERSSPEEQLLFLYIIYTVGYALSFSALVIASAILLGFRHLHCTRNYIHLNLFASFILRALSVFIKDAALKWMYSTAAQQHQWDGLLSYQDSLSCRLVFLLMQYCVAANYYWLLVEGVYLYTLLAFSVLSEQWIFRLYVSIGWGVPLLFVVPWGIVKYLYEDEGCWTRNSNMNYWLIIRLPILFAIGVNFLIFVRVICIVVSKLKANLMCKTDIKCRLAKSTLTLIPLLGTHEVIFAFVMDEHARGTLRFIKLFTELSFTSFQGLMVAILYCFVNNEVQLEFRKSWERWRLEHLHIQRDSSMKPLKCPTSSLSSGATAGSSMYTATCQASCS
#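 GLP-1R inverse agonism mode: basal reporter luminescence in engineered HEK293 cells measured after one day of compound exposure at 37 deg C, with a 12 min room-temperature detection step.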
# Abeta rescue: restores growth of yeast expressing A-beta42 peptide. Potency, µM (doses to about 46.1 µM), for inactives: at the highest dose growth rescue, most hits filed as activators. 0.063% of 410,000 active. AID 1347071. yeast expressing A-beta42, growth rescue, OD600, 48 h; response scale: 0% DMSO, 100% iron-clioquinol control; also: potency is read from the fitted curve at half-maximal effect; nearly all actives have a fitted effect of over 55% in size
#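 Growth rescue measured by 600 nm absorbance after 48 h yeast culture at 30 C with compound. Values normalized between DMSO and an equimolar ferric chloride plus clioquinol control.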
# Akt phos inh: inhibitors of Akt phosphorylation; AID 651550; activity change, % for hits at 50 µM; 0.32% of 360,000 active; Neuro2A IGF-stimulated pAkt S473 HTRF, 20 min; active compounds read low; in the data active = activity change below about -80%; inconclusive = mostly about -51% to -80%; also: % is scaled to controls: 0 for no effect and ±100 for the full control effect
#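 Neuro2A cells (4,500/well, DMEM with 0.5% FBS) were treated with compound at a single 50 µM final concentration, stimulated with 6 nM IGF for 20 min at 37 °C, and lysed. Phospho-Akt Ser473 was read by HTRF as 665/615 ratio ×10^4.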
# aSyn yeast inh: rescues yeast growth from alpha-synuclein toxicity; Yeast expressing alpha-synuclein, growth rescue, BacTiter-Glo, 24 h; 0.14% of 370,000 active; Potency, µM (top dose mostly 46.1 µM), without a hit: top-dose growth rescue (activation), usual class: activators; AID 652106; also: potency is read from the fitted curve at half-maximal effect; % of control where 0% means no effect; nearly all actives have a fitted effect of over 65% in size
#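 Rescue of yeast growth: cells expressing toxic alpha-synuclein, induced in galactose at OD600 0.02, incubated with compound 24 h at 30 C. ATP luminescence quantified growth; inhibitors of toxicity appear as activators.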
# DRD3 antagonist: D3 dopamine receptor (human) antagonism | P35462 | D3R cells, DiscoveRx beta-arrestin luminescence, antagonist mode; active compounds read low | max response, negative = inhibition, % | 2.5% of 360,000 active | AID 652054; in the data active = max response below about -50%; inconclusive = no clear call, values can overlap the other calls; also: % is scaled to controls: 0 for no effect and ±100 for the full control effect; mostly tested at two doses, the higher about 12 µM
# Target sequence (P35462 whole entry, looked up): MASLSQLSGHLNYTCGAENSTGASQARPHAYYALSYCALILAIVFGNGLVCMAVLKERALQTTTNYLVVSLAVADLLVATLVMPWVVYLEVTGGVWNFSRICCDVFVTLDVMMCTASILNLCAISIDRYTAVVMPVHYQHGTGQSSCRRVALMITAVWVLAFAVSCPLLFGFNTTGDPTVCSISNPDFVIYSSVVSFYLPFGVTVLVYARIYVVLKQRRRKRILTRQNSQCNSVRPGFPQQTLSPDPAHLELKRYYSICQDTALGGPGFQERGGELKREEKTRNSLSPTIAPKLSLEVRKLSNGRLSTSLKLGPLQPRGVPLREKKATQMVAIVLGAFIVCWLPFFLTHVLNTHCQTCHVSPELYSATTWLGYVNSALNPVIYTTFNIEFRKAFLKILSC
#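 Cells plated overnight at 1500 cells/well, then exposed to library compounds with dopamine controls for 90 minutes at 37 degrees C. DiscoveRx reagent added for 30–60 minutes at room temperature; luminescence read, quantitative HTS format.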
# GLP-1R agonist: agonists of human GLP-1 receptor | Potency, µM (highest dose often 45.6 µM), without a hit: at the highest dose activation, most hits filed as activators | HEK293 GLP-1R CRE-luciferase, luminescence, 4-6 h; cells express a hypersensitive GLP-1R form | 0.007% of 380,000 active | AID 624172; also: potency is read from the fitted curve at half-maximal effect; % of control where 0% means no effect
# TDP-43 yeast inh: inhibitors of TDP-43 toxicity in yeast | Potency, µM (titrated, usually from 46.1 µM), for inactives: at the top dose growth rescue (activation), usual class: activators | AID 652104 | TDP-43 expressing yeast growth rescue, BacTiter-Glo, 24 h | 1.8% of 410,000 active; also: potency is read from the fitted curve at half-maximal effect; % of control where 0% means no effect; nearly all actives have a fitted effect of over 50% in size
#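 Readout is BacTiter-Glo luminescence of cell growth, so inhibitors register as activators. TDP-43-expressing yeast at OD600=0.02 in galactose medium, after raffinose pregrowth to mid-log, were incubated with compound for 24 hr at 30 deg C.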
# FUS yeast rescue: rescues growth of FUS-expressing yeast; 0.24% of 390,000 active; Potency, µM (top dose mostly 76.6 µM), without a hit: at the highest dose growth rescue (activation), usual class: activators; S. cerevisiae FUS-expressing, growth rescue, OD600, 24 h;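 also: potency is read from the fitted curve at half-maximal effect; plate controls were DMSO vehicle for no effect and reference control for full effect; nearly all actives have a fitted effect of over 55% in size; some results filed as inactive show a strong effect at the top dose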
#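 Yeast FUS proteinopathy model; galactose-induced FUS (2%), starting OD 0.005. Cpds in dilution series, 24hr, 30C, 99% humidity. Abs 600 nm growth. Pos ctrl CP55940 (top 92uM final); neg ctrl DMSO.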
# * hit, by the source's call; i = inactive; ? = inconclusive; · = no result given; [ ] = another dose, or the depositor's remark. Unless noted, calls follow the shape of the dose curve; as a rule, active = well fitted curve in the direction sought with a large enough effect; inconclusive = small, poorly fitted or top-dose-only effect, or another doubt; inactive = no such curve, though single readings can be large; an effect the other way counts as inactive or inconclusive. The list is partial. The share of hits here may be higher or lower than overall.
SMILES,PTHR1 ag,GLP1R inv ag,Abeta rescue,Akt phos inh,aSyn yeast inh,DRD3 antagonist,GLP-1R agonist,TDP-43 yeast inh,FUS yeast rescue
CC1(c2ccc(Cl)cc2)NC(=O)N(CC(=O)NCc2ccc(F)cc2)C1=O (configuration not stated),i,-43%,0%,i,2%,1,1%,5%,5%
Cc1cc(C)c(S(=O)(=O)NCCOc2ccccc2)c(C)c1-n1cnnn1,-11%,-32%,4%,i,-3%,-24,6%,0%[9.22 µM],8%
CCCCCCCCN1C(=O)N(C)C(N(O)C(=O)NC)C1(C)C (configuration not stated),-12%,?,-7%,i,0%,9,-3%,-6%,21%
COC(=O)c1sc(N)c(C(=O)OC)c1COC(=O)CNS(=O)(=O)c1ccc(C)cc1,-15%,2%,1%,i,0%,33,1%,18%,·
Cc1ncc(CO)c2c1OC(C)(C)OC2,i,4%,7%,i,-9%,13,0%,-20%,-6%
CC(C)(C)c1ccc(CC(=O)N2CCC2(C)C(=O)NCc2cccc3ccccc23)cc1 (configuration not stated),-33%[inhibitor],?,-10%,i,?,0,5%,-13%,?
CCCCN(C)CCNC(=O)c1c2c(nc3ccccc13)C(=O)N(C1CCCCC1)C2,19%,?,-13%,·,·,·,·,17%,-8%
COc1ccccc1NC(=O)CSc1sc2c(O)cc(=O)[nH]c2c1C#N,-7%,3%,-26%,i,0%,-28,-1%,-13%,57%
COc1cc(/C=C/C(=O)OCC(=O)Nc2ccc(Cl)cn2)ccc1O,i,-17%,1%,i,-7%,-1,3%,-2%,-14%
Cc1ccc(C(=O)NCCCNC(=O)COc2ccccc2Cl)cn1,i,-1%,-9%,i,?,5,14%,-2%,-8%
COc1ccc(CCNC(=O)c2cc(-c3cc(C)cc(C)c3O)n[nH]2)cc1OC,-32%[inhibitor],?,15%,i,-7%,3,-5%,-10%,1%
COc1ccccc1N1CCN(S(=O)(=O)Cc2ccccc2Cl)CC1,-23%[57.5 µM],0%,-14%,i,2%,9,0%,26%,4%
O=c1c2ccccc2nc2n1CCCS2,i,2%,8%,i,3%,-5,4%,12%,-9%
COc1ccc(C(=O)CC(=O)C(=O)Nc2ccccc2)cc1,i,22%,-34%[inhibitor],i,-1%,2,-2%,-57%[inhibitor],13%
CCOC(=O)c1ccc(NC(=S)NNC(=O)COC)cc1,i,10%,-5%,i,-2%,-25,0%,0%,·
Cc1[nH]n(-c2ccccc2)c(=O)c1N=Nc1nccs1,-26%[57.5 µM],-32%,7%,i,28%,?,-8%,-17%,4%
CC(=O)Nc1ccc(NC(=O)CSC2=NS(=O)(=O)c3ccccc3N2)cc1,-20%,33%,-10%,i,-1%,2,1%,-12%,28%
O=C1CCN(Cc2ccccc2)C(=O)N1,i,5%,-2%,i,9%,6,7%,-3%,0%
COC(=O)C(Cc1ccccc1)NC(=O)CNC(=O)c1sc2ccccc2c1Cl (configuration not stated),i,-28%,10%,i,2%,-1,21%,-4%,19%
NC(=O)c1ccc(C(F)(F)F)n(Cc2c(Cl)cccc2Cl)c1=O,19%[57.5 µM],-16%,-5%,·,2%,-17,6%,-9%,14%
O=C(CSc1nc2ccccc2[nH]1)NC1CCCC1,i,-25%,10%,i,-2%,10,12%,1%,5%
CC1CCCCN1C(=O)c1ccc2c(c1)N(Cc1cccc(Cl)c1)C(=O)c1ccccc1S2=O (configuration not stated),-13%,1%,-1%,·,·,·,·,30%,33%
COc1ccc(C(=O)Nc2ccc3nc4c(c(Nc5ccc(OC)c(OC)c5)c3c2)CCCC4)c(OC)c1,-36%,12%,-18%,·,·,·,0%,-1%,28%
CCOC(=O)c1ccc(NC(=O)CCC(=O)NCc2ccco2)cc1,i,1%,0%,i,0%,5,4%,-11%,-3%
CC(=O)N(Cc1ccc(Br)cc1)c1ccccc1C(=O)O,i,5%,3%,i,5%,11,1%,12%,-17%
CCOC(=O)N1CCN(S(=O)(=O)c2c[nH]c(C(=O)OC)c2)CC1,i,-7%,8%,i,1%,18,2%,18%,-6%
Cc1sc2nc(CSc3nc4ccccc4c(=O)n3CCCN3CCOCC3)[nH]c(=O)c2c1C,-1%[57.5 µM],5%,2%,i,1%,5,1%,16%,38%
CC(NS(=O)(=O)c1ccc(OCC(=O)Nc2cccc([N+](=O)[O-])c2)cc1)c1ccccc1 (configuration not stated),-25%,?,-17%,i,-1%,-25,4%,-25%,29%
Cc1ccccc1/C=C\c1nc2ccccc2c(=O)n1Cc1ccccc1,-4%,?,5%,i,-7%,2,24%,7%,1%
O=C1C=C(c2ccccc2)C(O)(c2ccccc2)C1 (configuration not stated),-13%[57.5 µM],-10%,33%,i,1%,-22,4%,-13%,-8%
COC(=O)c1cc(OC)c(OC)cc1N,i,-2%,-9%,i,1%,?,-2%,18%,-14%
CNc1cnc(-c2ccsc2)cn1,i,32%[activator],-17%,i,-1%,25,12%,0%,-20%
Cc1cccn2c(=O)c3cc(S(=O)(=O)c4ccccc4)c(=N)n(Cc4cccnc4)c3nc12,-9%,24%,-8%,i,-2%,-6,9%,-25%,-7%
CC(C)=C1C2C=CC1C1C(=O)N(c3ccc4c(c3)OCO4)C(=O)C21 (configuration not stated),i,?,-51%[inhibitor],i,4%,?,4%,19%,7%
Cc1cc(=O)n2[nH]c(C)c(-c3ccc(Cl)cc3)c2n1,30%[57.5 µM],-24%,-7%,i,-2%,-24,-1%,-23%,6%
Cc1cc(O)c(/C=N/OCc2ccc(Cl)cc2Cl)c(=O)o1,-23%,0%,3%,i,?,-26,-1%,-2%,8%
O=C(c1ccc(Cl)c(Cl)c1)N1CCC(O)(CN2CCOCC2)CC1,i,18%,-4%,i,-4%,10,4%,-2%,-27%
O=C(NC1CC1)c1cc(-c2ccc(Br)cc2)nc2ccccc12,-8%,12%,-10%,i,-5%,33,1%,4%,-24%
O=C(O)c1nnn(-c2cc(C(F)(F)F)cc(C(F)(F)F)c2)c1-c1ccccc1,6%,-15%,21%,i,-4%,3,-2%,-12%,35%
CCc1nc2ccccc2c(C(=O)Nc2cccc(C)c2)c1C,-5%,-3%,7%,i,3%,15,1%,10%,-5%
CCOC(=O)/C(C#N)=C/c1c(N2CCN(C)CC2)nc2ccccn2c1=O,i,9%,-1%,i,-2%,-12,21%,-15%,-7%
C[C@H]1CCCCO[C@H](CN(C)C(=O)C2CCCCC2)[C@@H](C)CN([C@@H](C)CO)C(=O)c2cc(NC(=O)NC3CCCCC3)ccc2O1,-1%,-10%,7%,i,4%,8,5%,17%,?
COc1cccc(NC(=O)COc2cc(C)cc3oc(=O)cc(C)c23)c1,-17%,2%,1%,i,-2%,-9,-4%,3%,-28%
CC(C)(C)c1ccc(C(=O)N/C(N)=N/c2nc3ccccc3o2)cc1,-29%[57.5 µM],11%,-6%,i,1%,0,0%,18%,-19%
Cc1cccc(N=Nc2cn[nH]c2-c2ccco2)c1,i,8%,-3%,i,-1%,6,4%,?,-15%
O=C(O)/C(=C1/OC(=O)c2ccccc21)c1ccccc1,3%[57.5 µM],-1%,-4%,i,0%,7,-2%,-7%,0%
C(=C\c1nnc2c3ccccc3ncn12)/c1ccccc1,-8%,?,-17%,i,0%,-1,13%,7%,-5%
Cc1ccc(N2C(=O)CSC23C(=O)N(CC(=O)NC2CCCCC2)c2ccccc23)cc1C (configuration not stated),-5%,7%,-9%,·,?,·,5%,15%,12%
CCCCOC(=O)n1c(=O)oc2cc(S(=O)(=O)N3CCCCC3)ccc21,-1%[57.5 µM],0%,12%,i,20%,5,-8%,-2%,28%
COc1cccc(NC(=O)Nc2ccc(C)c(Cl)c2)c1,i,?,2%,i,2%,4,4%,-15%,-7%
O=C(Nc1c(C(=O)N2CCN(c3ccccc3F)CC2)oc2ccccc12)c1cccc(F)c1,i,-6%,5%,·,·,·,·,9%,-18%
CS(=O)(=O)N(CC(=O)Nc1ccccc1C(=O)N1CCOCC1)c1cccc(F)c1,6%,21%,-8%,i,2%,-22,-14%,-3%,·
COc1ccc(/C(N)=N/OC(=O)CCCN2C(=O)c3ccccc3C2=O)cc1OC,-68%[inhibitor],19%[7.66 µM],-13%,i,-2%,-8,17%,4%[9.22 µM],16%
O=C(COC(=O)/C=C/c1cccc(C(F)(F)F)c1)NC(c1ccccc1)c1ccccc1,i,16%,-2%,i,-2%,5,-7%,-10%,2%
CCN(CC)CCN(C(=O)c1ccco1)c1nc2ccc(F)cc2s1,29%,22%,-5%,·,·,·,·,-21%,8%
c1ccc(Nc2ccccn2)nc1,i,13%,-6%,i,-1%,-2,5%,7%,-39%
CCC(C)(NC(=O)c1ccc2c(c1)OCO2)C(=O)NC1CCCCC1 (configuration not stated),i,10%,-10%,i,-7%,1,-1%,-31%[inhibitor],-4%
CCOC(=O)c1c(-c2ccccc2)csc1NC(=O)CCN1CCOCC1,i,?,-27%,i,3%,0,21%,-1%,·
O=C(NCCN1CCOCC1)c1ccc(Cl)c(Cl)c1,i,18%,6%,i,1%,-20,13%,-16%[1.82 µM],9%
Cc1ccc(Cl)cc1Nc1nc2ccccc2n2c(C)nnc12,i,4%,-8%,·,·,·,·,12%,-8%
CCOC(=O)c1c(C)c(C(=O)NCc2cccs2)c(C)n1CC,-4%[57.5 µM],6%,11%,i,4%,-7,12%,-3%,16%

# Results in aSyn yeast inh, Abeta rescue and TDP-43 yeast inh (two entries from above):
SMILES | aSyn yeast inh | Abeta rescue | TDP-43 yeast inh
Cc1ccc(N2C(=O)CSC23C(=O)N(CC(=O)NC2CCCCC2)c2ccccc23)cc1C (configuration not stated) | ? | -9% | 15%
Cc1cccc(N=Nc2cn[nH]c2-c2ccco2)c1 | -1% | -3% | ?

# High-throughput results as filed in PubChem BioAssay.
